Screens deposited in PubChem BioAssay by Sanford-Burnham Center for Chemical Genomics.
SENP1 FRET inh: human SENP1 catalytic domain inhibitors, primary screen, biochemical, FRET, uHTS | inhibition, % at 10 µM | recombinant SENP1 catalytic domain, CyPet-SUMO1-YPet FRET cleavage | Sentrin-specific protease 1 (Homo sapiens), Q9P0U3 | 0.21% of 360,000 active;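 active = inhibition at least 30% at 10 µM, raw YFP signal under a set limit, fluorescence ratio 0.5 to 1.5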;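 note: 0% = enzyme with DMSO and 100% = no enzyme wells; some results filed as inactive read as strong as hits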
Target sequence (Q9P0U3 419-644 limits assumed): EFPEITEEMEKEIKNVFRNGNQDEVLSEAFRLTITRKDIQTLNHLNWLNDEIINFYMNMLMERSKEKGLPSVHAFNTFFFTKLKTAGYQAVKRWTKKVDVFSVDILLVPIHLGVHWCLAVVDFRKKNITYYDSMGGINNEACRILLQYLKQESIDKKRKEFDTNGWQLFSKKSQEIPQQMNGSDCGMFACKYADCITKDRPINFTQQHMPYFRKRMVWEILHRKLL
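material = recombinant human SENP1 catalytic domain, His6-tagged | quantity = 20 pM enzyme | reagent = 25 nM SUMO1 FRET substrate | compound dosing = 10 µM single point, 0.5% DMSO | timing = 50 min enzyme reaction, room temperature, light-protected | detection = FRET, CFP and YFP emission | control set = no-enzyme low, enzyme-DMSO high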
* = called active by the depositor.

SMILES	SENP1 FRET inh
CCCCN1C(=O)C(CC(=O)NCCc2ccccn2)CC(C(=O)N(C(C)C)C(C)C)=C1C (stereo not given)	-0.8
O=[N+]([O-])c1cccc(N=NNc2cccc([N+](=O)[O-])c2)c1	2.6
Cc1ccc(-c2nc3c(C)cc(Br)cn3c2Cc2cccc(F)c2)cc1	3.1
CCOC(=O)C1(CCCc2ccccc2)CCN(C(=O)c2n[nH]c(CC)c2C)CC1	1.8
Cc1cccc(-c2c3c(=O)n(C)c(=O)n(C)c3c3nnc4ccccc4n23)c1	77.1
O=C(CCN1CCCCC1)Nc1ccc(F)c(F)c1	1.6
NC(=O)c1ccc(N=Cc2ccc([N+](=O)[O-])s2)cc1	-0.8
Nc1nc(N2CCCCC2)c2ncn(C3OC(CO)C(O)C3O)c2n1 (stereo not given)	1.2
O=C(Nc1ccc2c(c1)OCCO2)C(C1CC1)N1CCN(C/C=C/c2ccccc2)CC1 (stereo not given)	3.4
COC(=O)C(CC(=O)CNC(=O)c1ccccc1)NC(=O)c1ccccc1 (stereo not given)	2.1
CN(C)CC(=O)N[C@@H]1C=C[C@@H](CC(=O)NCCN2CCCCC2)O[C@@H]1CO	2.9
CC(N)c1csc(Nc2nccc(C(F)(F)F)n2)n1 (stereo not given)	0.0
CS(=O)(=O)c1ccc(-c2cnc3c(NC=O)cc(-c4ccsc4)cn23)cc1	-21.3
CCC(C)C(N)C(=O)N1CCCC1C(=O)NC(C(=O)O)C(C)CC (stereo not given)	1.2
COc1ccc(NC(=O)CN(C)C(=O)c2cc(C)oc2C)cc1	-0.2
CC(=O)N1N=C(c2ccc(Br)cc2)CC1c1ccc(Br)cc1 (stereo not given)	2.6
CN(C)CC(CCC(CN(C)C)C(=O)c1ccccc1)C(=O)c1ccccc1 (stereo not given)	1.4
CC1=C(C(=O)N(C(C)C)C(C)C)CC(CC(=O)NCCCCc2ccccc2)C(=O)N1CCC1=CCCCC1 (stereo not given)	1.1
CCC(=O)N1CCC1(C)C(=O)Nc1nccs1 (stereo not given)	3.1
C[C@@H]1CN([C@H](C)CO)S(=O)(=O)c2ccc(C#Cc3ccccc3F)cc2O[C@H]1CN(C)C(=O)c1ccc2c(c1)OCO2	-23.8
CCc1nc2ccc(C(=O)NCCC(C)C)cn2c1N(CCN(C)C)CC1CC1	-30.7
Cc1ccc(-c2nc3cc(C)c(Br)c(C)n3c2Cc2ccccc2)cc1	-1.0
Cc1ccc(Cc2c(C(C)(C)C)nc3cc(C)c(Br)c(C)n23)cc1	-4.7
c1ccc2c(c1)CNc1ccccc1-2	2.8
CN1CCN(c2ncnc3c2ncn3[C@H]2CN(Cc3ccc(Cl)cc3)C[C@@H](CO)O2)CC1	0.0
COc1ccc(N2CCN(C(=O)CSc3nnc(C4CC4)n3C3CC3)CC2)cc1	1.0
Nc1ccc2ccc(O)cc2c1	-4.6
CCc1ccc([C@H]2[C@@H]3C(=O)C[C@@H]4C(=O)N(C)C(=O)[C@@H]4[C@@H]3CN2S(=O)(=O)c2ccc(C)cc2)cc1	-6.2
COc1ccc(NC(=O)C2(C)Cc3c(-c4ccccc4)ccnc3O2)cc1OC (stereo not given)	1.3
COc1cc(NS(=O)(=O)c2ccc(NC(=S)NC(=O)c3sc4ccccc4c3Cl)cc2)ncn1	-14.4
CCCNC(=O)OC1CC2CC1[C@H]1CCCCN1C2=O (stereo not given in full)	0.2
CCNC(=O)C1CCCN(C(=O)c2cccc(C(F)(F)F)c2)CC1 (stereo not given)	-0.7
C/C=C/c1ccc2c(c1)O[C@H](CN(C)C(=O)NC1CCCC1)[C@H](C)CN([C@H](C)CO)S2(=O)=O	-1.2
CCCOc1ccc(F)cc1-c1cc(C(=O)NC2CCCCC2)[nH]n1	-1.9
COc1ncc(-c2ccc(N3C(c4ccsc4)=Cc4ccc(F)cc4C3CC(C)=O)cc2)cn1 (stereo not given)	-2.4
Cc1ccccc1-c1ccc(CN2C(C(C)C)C(=O)N(Cc3cn(CCC4OCCO4)nn3)CCS2(=O)=O)cc1 (stereo not given)	3.5
CCN(CC(=O)Nc1cc(Cl)ccc1C)CC(=O)NC1CC1	0.0
COC(=O)c1cccc(OCCCN2CCC(C(O)(c3ccccc3)c3ccccc3)CC2)c1	2.0
COc1ccc2c(CN3CCN(c4ccccc4F)CC3)cc(=O)oc2c1	0.5
CCOc1ccc(C2C(C(=O)c3ccco3)=C(O)C(=O)N2CCCn2ccnc2)cc1 (stereo not given)	-1.9

Three entries out of the list, sorted by number of heavy atoms, ascending:
SMILES	SENP1 FRET inh
O=C(CCN1CCCCC1)Nc1ccc(F)c(F)c1	1.6
CCN(CC(=O)Nc1cc(Cl)ccc1C)CC(=O)NC1CC1	0.0
COC(=O)C(CC(=O)CNC(=O)c1ccccc1)NC(=O)c1ccccc1 (stereo not given)	2.1

Individual results from the list:
SENP1 FRET inh with `COc1ccc2c(CN3CCN(c4ccccc4F)CC3)cc(=O)oc2c1` stands at 0.5
SENP1 FRET inh with `COc1ncc(-c2ccc(N3C(c4ccsc4)=Cc4ccc(F)cc4C3CC(C)=O)cc2)cn1` (stereo not given) stands at -2.4
SENP1 FRET inh with `Cc1ccc(Cc2c(C(C)(C)C)nc3cc(C)c(Br)c(C)n23)cc1` stands at -4.7
SENP1 FRET inh with `COc1ccc(N2CCN(C(=O)CSc3nnc(C4CC4)n3C3CC3)CC2)cc1` stands at 1.0

The list continues:
SMILES	SENP1 FRET inh
CN(C)CC(=O)N[C@@H]1CC[C@@H](CC(=O)NCCN2CCCCC2)O[C@@H]1CO	2.0
Cc1cc(C)c(C)c(S(=O)(=O)N2CCC(C(=O)NCc3cccs3)CC2)c1C	1.9
O=C(Cc1ccc(NC(=O)C2CCCN(C(=O)CCc3ccccc3)C2)cc1)Nc1cccc(C(=O)N2CCCCC2)c1 (stereo not given)	0.9
CC(C)(C)c1nc2ccc(Cl)cn2c1CC1CCCCC1	-2.4
CCC(c1nnnn1Cc1ccccc1)N1CCN(C/C=C/c2ccccc2)CC1 (stereo not given)	-0.9
COc1cccc(-c2cnc(C(O)c3ccc(C)cc3)[nH]2)c1 (stereo not given)	2.4
CN(c1ccccc1)S(=O)(=O)c1cccc(NC(=O)CCNC(=O)c2ccco2)c1	1.0
CC(=O)NC(c1cccs1)c1cc(Br)c2cccnc2c1O (stereo not given)	1.8
CC(=O)N(C(C)=O)c1ccc(Oc2ccc(Oc3ccc(N(C(C)=O)C(C)=O)cc3)cc2)cc1	1.4
COc1ccc2ccccc2c1/C=N/NC(=O)c1sc(N)c(C#N)c1C	-29.9
CC(C)[C@H](NC(=O)OC(C)(C)C)c1cc(C(=O)N(C)CCN(C)C)c(N)s1	-20.5
COc1cc(/C=N/Nc2ccc(Cl)cc2)ccc1OC(=O)c1cccs1	3.1
Cc1cc(NC(=O)/C(C#N)=C\c2ccc(-c3ccc(SC(F)F)cc3)o2)n(-c2ccccc2)n1	-24.0
CC(C)n1c(=O)c2ccccc2n1C(=O)c1ccccc1	1.1
COc1ccc(C(=O)N(C)[C@H]2C[C@H]3c4[nH]c5ccccc5c4CCN3C(=O)[C@H]2CO)cc1	-80.3
N#Cc1cnc2nc1NCCCCCCC2	-0.3
O=NN(CCF)C(=O)NC1CCS(=O)(=O)CC1	-0.7
Cc1ccc(NC(=O)C2(C)CCN2CCc2ccccc2)cc1O (stereo not given)	0.5
O=C(c1ccccc1)c1ccc(Oc2ccc([N+](=O)[O-])cc2[N+](=O)[O-])cc1	-0.4
CCCCNC(=O)c1[nH]c(C2CCNCC2)nc1-c1cccc(C(F)(F)F)c1	-1.0
COc1ccc(CN2C(=O)CSCC2(C)C(=O)Nc2c(C)cccc2C)cc1 (stereo not given)	3.9
CC(=O)Nc1cc(-c2ccccc2F)cn2c(-c3cccc(C(F)(F)F)c3)cnc12	-1.4
Cc1ccc(Cn2c(C)c(C(=O)NCC(C)C)sc2=O)cc1	-1.1
CCSc1nnc(NC(=O)c2cc(-c3ccc(C)c(C)c3O)n[nH]2)s1	0.6
Cc1ccc(NC(=O)C(C)N2C(=O)c3ccccc3C2=O)cc1S(=O)(=O)N1CCOCC1 (stereo not given)	0.8
CC(C)n1ncc2c(C(=O)N3CCN(S(=O)(=O)c4cccc(F)c4)CC3)cc(C3CC3)nc21	3.8
Cc1ccc(C(O)c2ncc(-c3cccc4ccccc34)[nH]2)c(C)c1 (stereo not given)	0.4
CCCCN(CCCNC(=O)C1CCN(S(=O)(=O)N2CCOCC2)CC1)Cc1ccccc1	2.1
CC1=Nc2ccccc2/C1=C/c1c(C)[nH]c2ccccc12	-12.6
Cc1nc2nc3c(cn2n1)C(=O)CC(c1ccccc1)C3 (stereo not given)	25.2
O=C(O)C1(O)C[C@@H](O)C(O)[C@H](O)C1 (stereo not given in full)	-0.1
Cc1cc2nc(-c3cccc(Br)c3)c(Cc3cccc(Cl)c3)n2c(C)c1Br	5.5
CCCNC(=O)C1(C)CCCN(C(=O)c2ccc(OC(F)F)cc2)C1 (stereo not given)	3.4
C[C@H](O)[C@@H]1CN2CCc3c([nH]c4ccccc34)[C@@H]2C[C@@H]1N(C)C(=S)Nc1ccc(C#N)cc1	-26.1
CCCc1nc2ccc(C)cn2c1Cc1cccc(Cl)c1	-11.9
O=S(=O)(N/N=C1/CC(c2ccccc2)Oc2ccccc21)c1ccccc1 (stereo not given)	-0.3
CC1(Cc2cc(Cl)ccc2C(F)(F)F)C(=O)Nc2cc(-c3ccccc3Cl)ccc21 (stereo not given)	-1.1
C=C1C(=O)[C@]23C[C@H]1CC[C@H]2[C@]1(C)[C@@H](OC(C)=O)CC[C@@](C)(C(=O)O)[C@H]1C[C@@H]3O	0.8
CC(OC(=O)[C@@H](NC(=O)OCc1ccccc1)C(C)C)C(=O)Nc1ccc(N2CCOCC2)cc1 (stereo not given in full)	1.0
O=C(CCOc1ccccc1)N1CCCC(Nc2ccccc2)C1 (stereo not given)	0.6
O=C(Cc1ccc(Br)cc1)Nc1cccc(S(=O)(=O)N2CCCCC2)c1	0.3
COc1cccc(C(=O)N2CCN(c3nc4cc(C)cc(C)c4cc3C#N)CC2)c1	-110.9
O=C(c1ccccc1)c1sc(Nc2ccc3c(c2)OCO3)nc1-c1ccccc1	3.3
CC1(C)C(CC(=O)O)CC1C(=O)O (stereo not given)	-0.2
COc1ccc(CNS(=O)(=O)c2ccc(F)cc2Br)cc1	1.5
CCN1C(=O)[C@H]2[C@@H](c3ccc(OC)cc3)N[C@]3(CCCN(Cc4ccccc4)C3=O)[C@H]2C1=O	1.1
N#Cc1ccc(-c2nc3ccc(Br)cn3c2Cc2ccccc2)cc1	2.7
O=C(Nc1ccc(Oc2ccccc2)cc1)c1csc([C@@H]2O[C@H](CO)[C@H](O)[C@H](O)[C@H]2O)n1	4.5
CCOC(=O)c1sc2nc(OCc3cccnc3)cc(C)c2c1N	-0.8
O=C(COc1ccc(Br)cc1)NNC(=O)c1cc(S(=O)(=O)N2CCOCC2)ccc1Cl	2.2
C[C@H]1CCCCO[C@@H](CN(C)C(=O)NC2CCCCC2)[C@@H](C)CN([C@@H](C)CO)C(=O)c2cc(NC(=O)Cc3ccccc3)ccc2O1	-2.0
C#CCOCCOCCOCCNc1nc(N2CCN(C(=O)Cn3cc(CCO)nn3)CC2)nc(N2CCN(C(=O)Cn3cc(CCCCN)nn3)CC2)n1	-3.9
O=C1CSC(=S)N1N=Cc1ccc2c(c1)OCO2	-0.2
O=C(NC(Cc1cn(Cc2ccccc2)cn1)C(=O)O)OCC1c2ccccc2-c2ccccc21 (stereo not given)	-6.6
CCc1ccccc1NC(=O)CN(C)C(=O)Cn1ncc(Cl)c(Cl)c1=O	-65.7
Cn1cnnc1Sc1ccc(C(=O)OCC(=O)NC2CC2)cc1[N+](=O)[O-]	1.2
CCOC(=O)C1=CCN(S(=O)(=O)c2ccccc2C)C1c1cccc(C)c1 (stereo not given)	-0.9
CCCCCNC(=O)c1ccc(NC(=O)CC2SC(N3CCCC3)=NC2=O)cc1 (stereo not given)	1.9
c1ccc(OCCN2CCNCC2)cc1	3.2
CCN(C)C1CN(Cc2cn(Cc3ccc(C)cc3)nn2)S(=O)(=O)C1 (stereo not given)	3.0

Next part
SMILES	SENP1 FRET inh
COc1cc(C(=O)N/N=C/C2CC=CCC2)cc(OC)c1OC (stereo not given)	-1.5
Cc1ccccc1S(=O)(=O)N(C)C[C@@H]1OCc2ccccc2-c2c(n(C)c3ccccc23)C(=O)N([C@H](C)CO)C[C@@H]1C	-0.4
NC(=O)C1(Nc2ccc(C(=O)O)cc2)CCCC1	-1.6
Cc1ccccc1S(=O)(=O)NC(=O)C1(C)CCN1C(=O)CCc1cccs1 (stereo not given)	1.7
CN(Cc1ccccc1)C(=O)c1ccc2sc([C@H]3C[C@H](O)[C@@H](CO)O3)nc2c1	-0.5
CC(=O)N(C)C[C@H]1Oc2ncc(Br)cc2C(=O)N([C@H](C)CO)C[C@@H]1C	0.1
CN(C)c1ccc(Cc2cc3c(O)ccc(O)c3cc(Cc3ccc(N(C)C)cc3)c2=O)cc1	7.3
CCc1ccc2c(F)cccc2n1	0.3
O=C1COC(c2ccccc2O)=NN1CCCl	0.8
CC(CCc1ccccn1)C(=O)c1ccccc1 (stereo not given)	1.6
CCOc1ccccc1N(CC(=O)N1CCOCC1)S(=O)(=O)c1ccc(SC)cc1	1.2
COc1ccc(C2CCCCCN2C(=O)C2CCN(S(=O)(=O)c3ccc(C)cc3)CC2)cc1 (stereo not given)	3.5

Three of the entries above in order of their number in SENP1 FRET inh, descending:
SMILES	SENP1 FRET inh
CN(C)c1ccc(Cc2cc3c(O)ccc(O)c3cc(Cc3ccc(N(C)C)cc3)c2=O)cc1	7.3
COc1ccc(C2CCCCCN2C(=O)C2CCN(S(=O)(=O)c3ccc(C)cc3)CC2)cc1 (stereo not given)	3.5
Cc1ccccc1S(=O)(=O)N(C)C[C@@H]1OCc2ccccc2-c2c(n(C)c3ccccc23)C(=O)N([C@H](C)CO)C[C@@H]1C	-0.4

A portion of the library; count on the stated rates, not on these rows.
